Source: PubChem
yeast cln2 rad14: NCI yeast anticancer drug screen, S. cerevisiae cln2 rad14 strain. 8.3% of 78,000 active. AID 165. growth inhibition, % at 50 µM;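 also: 0% = growth of vehicle-only cultures of the same strain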
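Growth inhibition, relative to vehicle-treated controls, is the read-out. The test organism is a yeast strain with defined genetic alterations, cln2 rad14.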
sgs1 mgt1: NCI yeast anticancer drug screen, S. cerevisiae sgs1 mgt1 strain | growth inhibition, % at 50 µM | 10% of 78,000 active;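 also: 0% = growth of vehicle-only cultures of the same strain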
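Growth of a repair-deficient yeast mutant was monitored after compound treatment and expressed as inhibition relative to vehicle-treated cultures.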
mec2-1: NCI yeast anticancer drug screen, S. cerevisiae mec2-1 strain; growth inhibition, % at 50 µM; 9% of 79,000 active; AID 157;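 also: 0% = growth of vehicle-only cultures of the same strain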
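Readout is yeast growth inhibition, normalised to vehicle-treated controls, in the mec2-1 strain exposed to compound.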
mlh1 rad18: NCI yeast anticancer drug screen, S. cerevisiae mlh1 rad18 strain | growth inhibition, % at 50 µM | 11% of 79,000 active;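 also: 0% = growth of vehicle-only cultures of the same strain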
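Genetically defined yeast (DNA repair-deficient) exposed to compounds; growth inhibition determined relative to vehicle.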
yeast rad50: NCI yeast anticancer drug screen, S. cerevisiae rad50 strain. growth inhibition, % at 50 µM. 10% of 79,000 active. AID 155;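 also: 0% = growth of vehicle-only cultures of the same strain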
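Growth of the mutant yeast was measured after compound exposure and referenced to vehicle-treated cultures.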
yeast bub3: NCI yeast anticancer drug screen, S. cerevisiae bub3 mutant strain. 9.9% of 78,000 active. AID 167. growth inhibition, % at 50 µM;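 also: 0% = growth of vehicle-only cultures of the same strain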
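Screening used yeast with an engineered genetic alteration affecting cell cycle control. Compound-exposed cultures were compared with vehicle cultures, and reduced growth was taken as inhibition.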
The depositor's hits bear a star; & = joins results of further samples. Rule as the data show it: active = growth inhibition above about 70%; inactive = the rest.

SMILES | yeast cln2 rad14 | sgs1 mgt1 | mec2-1 | mlh1 rad18 | yeast rad50 | yeast bub3
CC(=O)OCC1OC(Sc2nc(-c3ccccc3)c(C#N)c(=O)n2C2OC(COC(C)=O)C(OC(C)=O)C(OC(C)=O)C2OC(C)=O)C(OC(C)=O)C(OC(C)=O)C1OC(C)=O (centres undefined) | -25 | -4 | 5 | -8 | 8 | -2
COc1cc2c(cc1OC)C(c1ccc(N=Cc3ccc(N(C)C)cc3)cc1)N(C(=S)Nc1cc(Cl)ccc1Cl)CC2 (centres undefined) | 22 | 41 | 5 | 27 | 36 | 24
Nc1c(-c2nc3ccccc3[nH]2)sc(=S)n1-c1ccc(Cl)cc1 | 9 | 3 | -31 | -6 | -12 | 8
COC(=O)COC(=O)C1C(C(N)=O)N(CC(=O)OC)CCN1CC(=O)OC (centres undefined) | -7 | -27 | -1 | -6 | 0 | -4
O=C(O)c1ccc(NC(=S)NC(=O)c2cccc([N+](=O)[O-])c2)cc1 | 17 | 16 | 16 | 24 | 6 | 24
CC(C)C(=O)Nc1ccccc1Cl | 13 | -4 | 2 | -12 | 26 | -25
CCOC(=O)Cc1csc(/C=C/c2ccc(OC)c(OC)c2)n1 | -37 | 7 | 12 | 21 | 17 | -13
CN(C)CC1CCCC(CN(C)C)C1OC(=O)c1ccccc1 (centres undefined) | -37 | 9 | -5 | 51 | 23 | 14
CCCCCCn1cnc2c(=S)nc[nH]c21 | 7 | 11 | 8 | 13 | 25 | -1
O=C1C(Cl)=C(NCCCN2CCN(CCCNC3=C(Cl)C(=O)c4ccccc4C3=O)CC2)C(=O)c2ccccc21 | 9 | 33 | 28 | 34 | 44 | 6
CCOP(=O)(OCC)/C(C#N)=C/c1cccc([N+](=O)[O-])c1 | 4 | -5 | 2 | 9 | -14 | -7
COc1cc(/C=C2/N=C(c3ccccc3)N(C3=NNC4(C(=O)N3)c3ccccc3-c3ccccc34)NC2=O)ccc1O | -47 | 8 | -5 | 20 | 37 | 27
C(=C/C1CCCOC1)/CCc1ccccc1 (centres undefined) | 9 | 15 | 14 | -17 | 16 | -1
Cc1ccc(C=Nc2ccc(Cl)c(Cl)c2)cc1 | -21 | 23 | 4 | 18 | -38 | 9
O=c1cc(-c2ccccc2)[nH]c2ccc(N3CCCCC3)cc12 | 28 | 20 | -4 | 19 | 3 | 9
O=C(c1ccccc1)C(SSC(C(=O)c1ccccc1)C(=O)c1ccccc1)C(=O)c1ccccc1 | 25 | 4 | 4 | 3 | 38 | 14
O=C(c1cc2ccccc2s1)c1ccccc1Cc1cccc2ccccc12 | 21 | 31 | 7 | -1 | 34 | 5
CCC(=O)N1C(=O)C(C)C23c4cc(OC)c(OC)cc4C(=O)N2CCCN13 (centres undefined) | 18 | 6 | 15 | 17 | 16 | -4
OCCC1CCCc2ccccc21 (centres undefined) | 18 | -8 | 14 | -2 | -1 | 20
CCOC1CC1(Cl)Cl (centres undefined) | 10 | -3 | -42 | -11 | -22 | -5
COC1CCC(C(C)=O)C(C#N)(C#N)C1(C#N)C#N (centres undefined) | -5 | -12 | -1 | -14 | -6 | -12
O=C1c2ccccc2C(=O)c2cc(S(=O)(=O)Nc3ccccc3)ccc21 | 92* | 96* | 91* | 98* | 96* | 96*
c1ccc(N=C2CCCCCC2)cc1 | 7 | -6 | 14 | -7 | -2 | -9
CC(NC(=O)C(CC(=O)OCc1ccccc1)NC(=O)OCc1ccccc1)c1ccccc1 (centres undefined) | -22 | 9 | -20 | -1 | 10 | -17
O=C(Cc1ccccc1)NC(=O)Cc1ccccc1 | -20 | -5 | 2 | -2 | -4 | 3
CC1=C2NCN(C)N=C2C(C#N)(C#N)C1(C#N)C#N | 2 | -15 | 35 | -13 | 24 | -12
COc1ccc(C(=O)CC2=Nc3nnc(CCCCCCCc4nnc5n4C(=O)C(CC(=O)c4ccc(OC)cc4)=N5)n3C2=O)cc1 | 19 | -16 | -2 | -24 | -6 | 0
CCC(C1SC(=S)NC1=O)C1SC(=S)NC1=O (centres undefined) | 83* | 99* | 100* | 99* | 99* | 99*
CC12CCCCC1C(C(C)(C)OC(=O)c1ccc([N+](=O)[O-])cc1)CC2 (centres undefined) | -9 | 17 | 8 | 21 | 15 | 13
O=C(Nc1ccc(Cc2ccc(NC(=O)Nc3nc4ccccc4s3)cc2)cc1)Nc1nc2ccccc2s1 | 19 | -2 | -17 | -4 | -5 | 22
Nc1nc(N)c(-c2ccccc2)c(C(=O)Nc2nccs2)n1 | 11 | 4 | -37 | -22 | -32 | -17
O=C1C2=C(c3ccccc31)C(c1ccc(F)cc1)N1C(=O)CCSC1=N2 (centres undefined) | 40 | 63 | 19 | 56 | 45 | 49
Cc1ccc(C(=O)C(c2nc3n(c2O)/C(=N/C(=O)Nc2ccc(Cl)cc2)N=N3)c2nc3n(c2O)/C(=N/C(=O)Nc2ccc(Cl)cc2)N=N3)cc1 | -39 | -27 | -29 | -25 | -44 | -29
CC1=C(c2ccccc2)CON(c2ccccc2)C1 | -5 | -9 | -15 | -9 | -9 | 15
COc1ccc(C(Nc2ccccc2)C(=O)c2ccccc2)cc1 (centres undefined) | -18 | 20 | 40 | 28 | 38 | 46
CC1CC(=O)c2c(O)ccc(O)c21 (centres undefined) | -17 | -9 | -4 | 12 | -6 | -8
C=C(C)CNC(Cc1ccccc1)c1cccc2ccccc12 (centres undefined) | -11 | 36 | 17 | 21 | 18 | 0
CCOc1cc(C)c2cc(Cc3cc(C)c4nc(OCC)cc(C)c4c3)cc(C)c2n1 | 20 | 15 | 6 | 25 | 39 | -1
CCNc1nc2c(ncn2C2CC(O)C(COP(=O)(O)O)O2)c(=O)[nH]1 (centres undefined) | 12 | 27 | 15 | -16 | 19 | 13
c1ccc(-c2[nH]c3ccccc3c2-c2ccccn2)cc1 | 99* | 96* | 99* | 99* | 92* | 99*
Cc1ccc(C)c(NC(=O)CC/C(=N\NC(=O)C(=O)NN)C(C)C(=O)c2ccc(O)cc2)c1 (centres undefined) | 15 | 15 | 6 | 34 | 21 | 10
CSC(=S)/C(=C/Nc1ccccn1)c1ccccc1 | 15 | -9 | 14 | 15 | 40 | 38
Cn1c(=O)c2[nH]c(N(CCO)CCO)nc2n(C)c1=O | 22 | 24 | 10 | 15 | 8 | -2
CC(=O)O/C(=C\C(=O)[C@H]1CC[C@H]2[C@@H]3CC[C@@H]4C[C@H](OC(C)=O)CC[C@]4(C)[C@H]3C(=O)C[C@]12C)C(F)(F)F | 19 | 5 | 24 | -14 | -16 | 9
CSc1nc(NC2OCC(O)C(O)C2O)c(Br)c(=O)n1C (centres undefined) | 2 | -1 | 16 | 36 | 9 | 6
NC(CO)CSCc1ccccc1 (centres undefined) | -4 | 12 | 2 | -1 | 2 | 13
CC(C)C1OCC=CCO1 | -10 | -13 | -7 | -3 | 8 | 14
COc1nc(N)nc2nccnc12 | 26 | -25 | 19 | 14 | 6 | 23
Nc1nc(SCc2ccccc2)c2ncn(C3OC(CO)CC3O)c2n1 (centres undefined) | 5 | -14 | -14 | -14 | 6 | -5
CC(C)Nc1nc(NC(C)C)c2cnn(-c3ccccc3)c2n1 | 88* | 99* | 84* | 95* | 97* | 82*
CC1(C)CC(=O)c2c([nH]c(=S)c(C#N)c2-c2ccc(Br)cc2)C1 | -12 | -27 | -13 | -42 | -37 | -9
CCCCCCCCCCC(Nc1nncs1)Nc1nncs1 | 1 | 14 | -3 | 4 | 6 | -21
CC(C)C(O)(C(=O)OCN1C(=O)C2C3C=CC(C2C1=O)C1C2C(=O)N(COC(=O)C(O)(C(C)C)C(C)O)C(=O)C2C31)C(C)O (centres undefined) | 18 | 38 | 52 | 31 | 28 | -2
Nc1ccc(S(=O)(=O)/N=C(\NS(=O)(=O)c2ccc(N)cc2)c2ccccc2)cc1 | 16 | 12 | 1 | 1 | 16 | 6
O=C1C(c2ccccc2)CN1Cc1ccccc1 (centres undefined) | -21 | -1 | -20 | -37 | -21 | 1
CCCCCOc1ccc(Cl)cc1Cl | -23 | 15 | -7 | -15 | 2 | -18
O=C(Nc1cccc(C(F)(F)F)c1)c1ccc(Cl)c(Cl)c1 | -4 | 2 | 8 | 12 | 0 | 22
COc1ccc(/C=N/NC(=O)c2ccccc2NC(=O)c2ccccc2Cl)cc1 | -14 | 29 | -25 | 25 | 17 | 7
CC(=O)Nc1ccc(-c2nnc(SCC(=O)Nc3cccc([N+](=O)[O-])c3)o2)cc1 | -18 | 16 | 5 | 0 | -2 | -11
Cc1ccc(N=C(Nc2ccccc2)C(c2ccccc2)c2ccccc2)cc1 | 3 | 36 | 4 | 58 | 29 | 21
Next section
SMILES | yeast cln2 rad14 | sgs1 mgt1 | mec2-1 | mlh1 rad18 | yeast rad50 | yeast bub3
CCOC(=O)C1CSCN1C(C)=O (centres undefined) | -34 | -4 | -21 | -22 | -33 | -12
COc1ccc(Nc2nc3c(N)cc(C(F)(F)F)cc3nc2-c2ccccc2)cc1OC | -7 | -23 | 1 | -7 | 0 | -19
NC(=O)CCC(NS(=O)(=O)c1ccc(NC(=O)c2ccccc2)cc1)C(=O)O (centres undefined) | 20 | -23 | -4 | -2 | 4 | -6
OC1COC(C2CCCO2)OC1 (centres undefined) | 1 | -2 | -6 | 12 | 10 | -14
c1ccc(CNc2ncnc3n[nH]nc23)cc1 | 0 | 1 | -12 | -8 | -14 | 20
CC(C)C(NC(=O)CN)C(=O)O (centres undefined) | -2&6&35 | -5&-22&0 | -22&-8&4 | -1&-22&17 | -16&-10&-8 | -5&-8&-32
c1ccc(CNCCN2CCNCC2)nc1 | -2 | -18 | -31 | 7 | 10 | -71
Cc1[nH]c(=O)c2ccccc2c1O | 6 | -4 | -8 | -1 | 11 | -17
N/N=C(\N)SCCCCCCS/C(N)=N/N | 42 | 24 | 2 | -5 | -11 | 40

Entries from the list above that have a halogen:
SMILES | yeast cln2 rad14 | sgs1 mgt1 | mec2-1 | mlh1 rad18 | yeast rad50 | yeast bub3
COc1cc2c(cc1OC)C(c1ccc(N=Cc3ccc(N(C)C)cc3)cc1)N(C(=S)Nc1cc(Cl)ccc1Cl)CC2 (centres undefined) | 22 | 41 | 5 | 27 | 36 | 24
Nc1c(-c2nc3ccccc3[nH]2)sc(=S)n1-c1ccc(Cl)cc1 | 9 | 3 | -31 | -6 | -12 | 8
CC(C)C(=O)Nc1ccccc1Cl | 13 | -4 | 2 | -12 | 26 | -25
O=C1C(Cl)=C(NCCCN2CCN(CCCNC3=C(Cl)C(=O)c4ccccc4C3=O)CC2)C(=O)c2ccccc21 | 9 | 33 | 28 | 34 | 44 | 6
Cc1ccc(C=Nc2ccc(Cl)c(Cl)c2)cc1 | -21 | 23 | 4 | 18 | -38 | 9
CCOC1CC1(Cl)Cl (centres undefined) | 10 | -3 | -42 | -11 | -22 | -5
O=C1C2=C(c3ccccc31)C(c1ccc(F)cc1)N1C(=O)CCSC1=N2 (centres undefined) | 40 | 63 | 19 | 56 | 45 | 49
Cc1ccc(C(=O)C(c2nc3n(c2O)/C(=N/C(=O)Nc2ccc(Cl)cc2)N=N3)c2nc3n(c2O)/C(=N/C(=O)Nc2ccc(Cl)cc2)N=N3)cc1 | -39 | -27 | -29 | -25 | -44 | -29
CC(=O)O/C(=C\C(=O)[C@H]1CC[C@H]2[C@@H]3CC[C@@H]4C[C@H](OC(C)=O)CC[C@]4(C)[C@H]3C(=O)C[C@]12C)C(F)(F)F | 19 | 5 | 24 | -14 | -16 | 9
CSc1nc(NC2OCC(O)C(O)C2O)c(Br)c(=O)n1C (centres undefined) | 2 | -1 | 16 | 36 | 9 | 6
CC1(C)CC(=O)c2c([nH]c(=S)c(C#N)c2-c2ccc(Br)cc2)C1 | -12 | -27 | -13 | -42 | -37 | -9
CCCCCOc1ccc(Cl)cc1Cl | -23 | 15 | -7 | -15 | 2 | -18
O=C(Nc1cccc(C(F)(F)F)c1)c1ccc(Cl)c(Cl)c1 | -4 | 2 | 8 | 12 | 0 | 22
COc1ccc(/C=N/NC(=O)c2ccccc2NC(=O)c2ccccc2Cl)cc1 | -14 | 29 | -25 | 25 | 17 | 7
COc1ccc(Nc2nc3c(N)cc(C(F)(F)F)cc3nc2-c2ccccc2)cc1OC | -7 | -23 | 1 | -7 | 0 | -19
